TRPC6 inh = mouse TRPC6 channel inhibition; hit rate 1.1% among 310,000; Q61143; HEK293-TRPC6, membrane potential dye, ACh-evoked depolarization; hits give low values; B-score at 10 µM;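 active means B-score under library mean minus 3 SD, initial fluorescence not abnormally high, positive integrated signal ratio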;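 further: B-score derived from integrated fluorescence ratio over the kinetic read; more negative B-score means stronger inhibition of depolarization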
Target sequence (Q61143 whole entry, looked up): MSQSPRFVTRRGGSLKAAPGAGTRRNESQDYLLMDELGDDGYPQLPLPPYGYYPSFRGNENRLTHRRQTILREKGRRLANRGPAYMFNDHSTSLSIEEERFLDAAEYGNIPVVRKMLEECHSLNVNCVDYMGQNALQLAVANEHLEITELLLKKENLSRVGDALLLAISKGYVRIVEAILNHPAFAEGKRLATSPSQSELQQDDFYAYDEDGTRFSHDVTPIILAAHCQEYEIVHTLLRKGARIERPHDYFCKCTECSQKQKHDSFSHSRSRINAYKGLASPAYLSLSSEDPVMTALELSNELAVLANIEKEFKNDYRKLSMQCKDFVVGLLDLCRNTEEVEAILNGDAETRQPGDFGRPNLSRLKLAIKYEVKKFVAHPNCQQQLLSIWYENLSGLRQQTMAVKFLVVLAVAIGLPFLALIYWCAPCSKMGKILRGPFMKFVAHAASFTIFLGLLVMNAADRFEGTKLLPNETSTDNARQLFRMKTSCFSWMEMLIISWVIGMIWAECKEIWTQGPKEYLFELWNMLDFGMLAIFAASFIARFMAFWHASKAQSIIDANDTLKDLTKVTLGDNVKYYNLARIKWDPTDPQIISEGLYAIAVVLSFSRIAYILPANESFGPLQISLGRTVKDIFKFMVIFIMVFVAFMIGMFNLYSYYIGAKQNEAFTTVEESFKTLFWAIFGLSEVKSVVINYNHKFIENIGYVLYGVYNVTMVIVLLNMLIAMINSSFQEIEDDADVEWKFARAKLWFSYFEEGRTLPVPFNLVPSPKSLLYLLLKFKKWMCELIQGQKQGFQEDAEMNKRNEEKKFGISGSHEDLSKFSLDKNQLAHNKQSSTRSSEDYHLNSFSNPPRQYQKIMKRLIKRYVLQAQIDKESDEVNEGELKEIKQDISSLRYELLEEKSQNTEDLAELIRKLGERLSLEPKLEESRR
MrgX1 PAM = human MrgX1 positive allosteric modulation, primary screen | Q96LB2 | MrgX1-HEK293, Fluo-4 calcium flux, FDSS; hits give high values | B-score at 10 µM | hit rate 0.63% among 310,000;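 active means plate-corrected calcium response at least 3 library SD above typical, normal starting fluorescence, not activating the receptor alone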;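 further: compound read alongside a low EC10 to EC30 dose of BAM8-22 agonist; peak minus trough fluorescence over baseline measured at the second addition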
TRPC4 PAM = TRPC4 (mouse) allosteric potentiation; Q9QUQ5; HEK293 TRPC4beta/mu-opioid, DAMGO EC20, Fluo-4 Ca2+ flux; hits give high values; B-score at 10 µM; hit rate 0.42% among 310,000; AID 2227;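 active means B-score of calcium response area above 5 SD of library B-scores, with initial fluorescence ratio within 5 SD of library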;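 further: B-score of integrated fluorescence ratio over time as area under calcium response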
TRPC6 act = mouse TRPC6 channel activation; HEK293-TRPC6 membrane potential dye fluorescence; hits give high values; B-score at 10 µM; Q61143; AID 2550; hit rate 0.13% among 310,000;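 active means B-score of the integrated fluorescence ratio above library mean plus 3 SD, and starting fluorescence ratio within library mean plus 5 SD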;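 further: higher score means more depolarization so channel activation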
TRPC4 inh = blocks the mouse TRPC4 cation channel | Q9QUQ5 | HEK293 TRPC4beta/mu-opioid, DAMGO-evoked Fluo4 calcium flux; hits give low values | B-score at 10 µM | hit rate 0.39% among 300,000 | AID 2247;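 active means B-score over 3 SD under the library average, no early fluorescence shift, positive overall ratio signal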
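Material: HEK293 cells with stable TRPC4beta plus mu-opioid receptor expression / Probe or stimulus: DAMGO in two steps, submaximal then maximal / Compound: single concentration per test compound / Technique: kinetic Fluo4 fluorescence imaging of calcium influx / Read-out: per-well B score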
TRPC4 act = activators of mouse TRPC4 channel. AID 2237. hit rate 0.49% among 310,000. B-score at 10 µM. HEK293 TRPC4beta/mu-opioid, Fluo4 calcium fluorescence; hits give high values. Q9QUQ5;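 active means B-score above 5 SD of library B-scores, and initial fluorescence ratio not above library mean plus 5 SD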;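 further: positive B-score marks a calcium rise read as TRPC4 activation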
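Assay system: HEK293 stable line with TRPC4beta plus mu-opioid receptor. Times: dye 45 min RT, read 110 s. Measured by: kinetic Fluo4 calcium fluorescence. Measure: B score of integrated ratio. Controls: assay buffer as low control, maximal DAMGO as high control.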
PolyA inhibitor = inhibitors of polyadenylation in S. cerevisiae; S. cerevisiae SKY197-pL101 polyadenylation reporter, beta-gal luminescence; efflux-impaired pdr1/pdr3 knockout yeast; score 100 = 6 SD above DMSO; AID 1875; hit rate 0.02% among 300,000; calls only at 12 µM;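 active means lowest replicate activity score at least 50, where 100 means six control SD above control mean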;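 further: yeast exposed to compound for 9 h at 30 °C; higher score means more reporter readthrough which indicates perturbed polyadenylation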
HIF activator = HIF pathway transcriptional activation | U2OS HRE-luciferase reporter, luminescence; normalized: DMSO 0%, desferrioxamine 100% | activation, % at 7.5 µM (by protocol) | hit rate 0.32% among 300,000 | AID 1910;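 active means mean activation of at least 10% of the iron chelator positive control signal, with at least half of replicates also reaching 10%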
MrgX1 ag = agonists of human MrgX1 receptor; Q96LB2; MrgX1-HEK293 cells, Fluo-4 calcium fluorescence, agonist mode; hits give high values; B-score at 10 µM; hit rate 0.44% among 310,000; AID 588627;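 active means calcium response B-score plate-corrected fluorescence ratio at least 3 library SD, with starting fluorescence B-score inside 5 SD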
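Test system: HEK293 cells stably expressing human MrgX1 receptor; amount: 15,000 cells per well; doses: compound delivered in addition one of three; times: overnight plating before 1 h dye loading; detection: Fluo-4 NW calcium-flux fluorescence, kinetic read; read-out basis: B-scored fluorescence response ratio; controls: positive and negative controls per plate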
MrgX1 antag = human MrgX1 receptor antagonism, primary screen | hit rate 1.3% among 310,000 | MRGX1-HEK293 calcium flux, Fluo-4, BAM8-22 antagonism; hits give low values | B-score at 10 µM | Q96LB2;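 active means calcium-response B-score plate-corrected more than 3 library SD below zero, starting fluorescence within 5 deviations, no agonist response on first addition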;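 further: peak minus trough fluorescence over baseline after final BAM8-22 challenge near maximal dose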
AI-2 QS modul = modulators of Vibrio harveyi AI-2 quorum sensing system; activity change, % at 7.5 µM; hit rate 0.4% among 300,000; Vibrio harveyi JMH597 AI-2 luminescence/OD600 ratio, 9 h; hits give low values; strain lacks LuxN and CqsS sensors; 0 = neutral-control median; in the data active means activity change below about -75%, passing the limit was not always enough;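 further: luminescence divided by OD600 gain over 9 h not by final OD600 alone; inactives centre near 13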
* hit, by the source's call.

How did CCC(C(=O)NC1CC1)n1nc(C)c2c(C)n(-c3ccc(C)cc3)nc2c1=O (stereo unspecified) do in these assays?
TRPC6 inh: inactive; MrgX1 PAM: inactive; TRPC4 PAM: inactive; TRPC6 act: inactive; TRPC4 inh: inactive; TRPC4 act: inactive; PolyA inhibitor: inactive; HIF activator: -0.2; MrgX1 ag: inactive; MrgX1 antag: inactive; AI-2 QS modul: 3.0

How did CCN1CCc2c(C#N)c(N3CCOCC3)nc(N3CCOCC3)c2C1 do in these assays?
TRPC6 inh: inactive; MrgX1 PAM: inactive; TRPC4 PAM: inactive; TRPC6 act: inactive; TRPC4 inh: inactive; TRPC4 act: inactive; PolyA inhibitor: inactive; HIF activator: 0.0; MrgX1 ag: inactive; MrgX1 antag: inactive; AI-2 QS modul: 26.8

What do the screens show for `COc1ccc2nc3ccccc3nc2c1NC(=O)c1ccc(Cl)cc1`?
TRPC6 inh: inactive; MrgX1 PAM: inactive; TRPC4 PAM: inactive; TRPC6 act: inactive; TRPC4 inh: inactive; TRPC4 act: inactive; PolyA inhibitor: inactive; HIF activator: -2.2; MrgX1 ag: inactive; MrgX1 antag: inactive; AI-2 QS modul: 10.2

How did CCS(=O)(=O)N1Cc2ccccc2CC1C(=O)Nc1nnc(C2CC2)s1 (stereo unspecified) do in these assays?
TRPC6 inh: inactive; MrgX1 PAM: inactive; TRPC4 PAM: inactive; TRPC6 act: inactive; TRPC4 inh: inactive; TRPC4 act: inactive; PolyA inhibitor: inactive; HIF activator: -0.7; MrgX1 ag: inactive; MrgX1 antag: inactive; AI-2 QS modul: 11.3

How did O=C(NC1CC1)C1CCCN(C(=O)NC2CCCCC2)C1 (stereo unspecified) do in these assays?
TRPC6 inh: inactive; MrgX1 PAM: inactive; TRPC4 PAM: inactive; TRPC6 act: inactive; TRPC4 inh: inactive; TRPC4 act: inactive; PolyA inhibitor: inactive; HIF activator: -0.2; MrgX1 ag: inactive; MrgX1 antag: inactive; AI-2 QS modul: 14.7

How did O=S(=O)(CCSc1ccc(C(F)(F)F)cn1)c1ccc(Cl)cc1 do in these assays?
TRPC6 inh: inactive; MrgX1 PAM: inactive; TRPC4 PAM: inactive; TRPC6 act: inactive; TRPC4 inh: inactive; TRPC4 act: inactive; PolyA inhibitor: inactive; HIF activator: -0.3; MrgX1 ag: inactive; MrgX1 antag: inactive; AI-2 QS modul: 30.6

How did COC(=O)C1NN=C(C(=O)c2ccc(Cl)cc2)C1c1ccc(OC)cc1 (stereo unspecified) do in these assays?
TRPC6 inh: inactive; MrgX1 PAM: inactive; TRPC4 PAM: inactive; TRPC6 act: inactive; TRPC4 inh: inactive; TRPC4 act: inactive; PolyA inhibitor: inactive; HIF activator: -0.2; MrgX1 ag: inactive; MrgX1 antag: inactive; AI-2 QS modul: 14.9

How did NS(=O)(=O)c1cccc(NC(=O)COC(=O)CCCc2c[nH]c3ccccc23)c1 do in these assays?
TRPC6 inh: inactive; MrgX1 PAM: inactive; TRPC4 PAM: inactive; TRPC6 act: inactive; TRPC4 inh: inactive; TRPC4 act: inactive; PolyA inhibitor: inactive; HIF activator: -0.4; MrgX1 ag: inactive; MrgX1 antag: inactive; AI-2 QS modul: 15.5

How did COc1cc(N/N=C(\C)c2ccc(N)cc2)nc(-c2ccccc2)n1 do in these assays?
TRPC6 inh: inactive; MrgX1 PAM: inactive; TRPC4 PAM: inactive; TRPC6 act: inactive; TRPC4 inh: inactive; TRPC4 act: inactive; PolyA inhibitor: inactive; HIF activator: -0.1; MrgX1 ag: inactive; MrgX1 antag: inactive; AI-2 QS modul: 32.0

How did O=C(Nc1cc(F)ccc1F)C1CCN(S(=O)(=O)c2cccc3nonc23)CC1 do in these assays?
TRPC6 inh: inactive; MrgX1 PAM: inactive; TRPC4 PAM: inactive; TRPC6 act: inactive; TRPC4 inh: inactive; TRPC4 act: inactive; PolyA inhibitor: inactive; HIF activator: -1.3; MrgX1 ag: inactive; MrgX1 antag: inactive

How did Cc1cc(C)cc(NC(=O)CCn2ccnc2)c1 do in these assays?
TRPC6 inh: inactive; MrgX1 PAM: inactive; TRPC4 PAM: inactive; TRPC6 act: inactive; TRPC4 inh: inactive; TRPC4 act: inactive; PolyA inhibitor: inactive; HIF activator: -0.9; MrgX1 ag: inactive; MrgX1 antag: inactive; AI-2 QS modul: 21.8

How did Cc1ccccc1N1CCN(C(=S)c2ccc(-c3cccc([N+](=O)[O-])c3)o2)CC1 do in these assays?
TRPC6 inh: inactive; MrgX1 PAM: inactive; TRPC4 PAM: inactive; TRPC6 act: inactive; TRPC4 inh: inactive; TRPC4 act: inactive; PolyA inhibitor: inactive; HIF activator: 0.7; MrgX1 ag: inactive; MrgX1 antag: inactive; AI-2 QS modul: 7.8

Results for CC(C)Oc1ccc(CNC(=S)Nc2ccccc2)cc1Cl ?
TRPC6 inh: inactive; MrgX1 PAM: inactive; TRPC4 PAM: inactive; TRPC6 act: inactive; TRPC4 inh: inactive; TRPC4 act: inactive; PolyA inhibitor: inactive; HIF activator: -0.8; MrgX1 ag: inactive; MrgX1 antag: inactive; AI-2 QS modul: 18.6

What do the screens show for `CCN(CC)S(=O)(=O)c1cccc(C(=O)N/N=C/c2ccc([N+](=O)[O-])o2)c1`?
TRPC6 inh: inactive; MrgX1 PAM: inactive; TRPC4 PAM: inactive; TRPC6 act: inactive; TRPC4 inh: inactive; TRPC4 act: inactive; PolyA inhibitor: inactive; HIF activator: -0.6; MrgX1 ag: inactive; MrgX1 antag: inactive; AI-2 QS modul: 21.7

How did Cc1nc2ccccc2cc1C(=O)N/N=C/c1cccc([N+](=O)[O-])c1 do in these assays?
TRPC6 inh: inactive; MrgX1 PAM: inactive; TRPC4 PAM: inactive; TRPC6 act: inactive; TRPC4 inh: inactive; TRPC4 act: inactive; PolyA inhibitor: inactive; HIF activator: 0.4; MrgX1 ag: inactive; MrgX1 antag: inactive; AI-2 QS modul: 10.5

How did CCOC(=O)N1CCN(C(=O)c2ccc(NC(=O)CC)cc2)CC1 do in these assays?
TRPC6 inh: inactive; MrgX1 PAM: inactive; TRPC4 PAM: inactive; TRPC6 act: inactive; TRPC4 inh: inactive; TRPC4 act: inactive; PolyA inhibitor: inactive; HIF activator: 0.2; MrgX1 ag: inactive; MrgX1 antag: inactive; AI-2 QS modul: 2.8

What do the screens show for `O=C(Cn1cc(C(F)(F)F)ccc1=O)N/N=C/c1cccc(Cl)c1`?
TRPC6 inh: inactive; MrgX1 PAM: inactive; TRPC4 PAM: inactive; TRPC6 act: inactive; TRPC4 inh: inactive; TRPC4 act: inactive; PolyA inhibitor: inactive; HIF activator: -0.1; MrgX1 ag: inactive; MrgX1 antag: inactive; AI-2 QS modul: 4.7

What do the screens show for `Cc1cccc(NC(=O)COC(=O)CCCC2=NS(=O)(=O)c3ccccc3N2)c1`?
TRPC6 inh: inactive; MrgX1 PAM: inactive; TRPC4 PAM: inactive; TRPC6 act: inactive; TRPC4 inh: inactive; TRPC4 act: inactive; PolyA inhibitor: inactive; HIF activator: 0.2; MrgX1 ag: inactive; MrgX1 antag: inactive; AI-2 QS modul: 17.0

Results for COc1ccc(S(=O)(=O)Nc2ccccc2)cc1OC ?
TRPC6 inh: inactive; MrgX1 PAM: inactive; TRPC4 PAM: inactive; TRPC6 act: inactive; TRPC4 inh: inactive; TRPC4 act: inactive; PolyA inhibitor: inactive; HIF activator: -0.7; MrgX1 ag: inactive; MrgX1 antag: inactive; AI-2 QS modul: 30.3

Results for COc1ccc(OCCn2c(=O)sc3ccccc32)cc1 ?
TRPC6 inh: inactive; MrgX1 PAM: inactive; TRPC4 PAM: inactive; TRPC6 act: inactive; TRPC4 inh: inactive; TRPC4 act: inactive; PolyA inhibitor: inactive; HIF activator: 4.4; MrgX1 ag: inactive; MrgX1 antag: inactive; AI-2 QS modul: 6.1

What do the screens show for `COc1ccccc1/C=C(/C(=O)OCC(N)=O)c1ccccc1`?
TRPC6 inh: inactive; MrgX1 PAM: inactive; TRPC4 PAM: inactive; TRPC6 act: inactive; TRPC4 inh: inactive; TRPC4 act: inactive; PolyA inhibitor: inactive; HIF activator: -0.2; MrgX1 ag: inactive; MrgX1 antag: inactive; AI-2 QS modul: 8.3

How did CC(C)NC(=O)c1onc(CSc2ccncc2)c1C(=O)NC(C)C do in these assays?
TRPC6 inh: inactive; MrgX1 PAM: inactive; TRPC4 PAM: inactive; TRPC6 act: inactive; TRPC4 inh: inactive; TRPC4 act: inactive; PolyA inhibitor: inactive; HIF activator: 0.0; MrgX1 ag: inactive; MrgX1 antag: inactive; AI-2 QS modul: 11.7

What do the screens show for `CCOC(=O)N1CCN(C(=O)c2ccccc2N(C)S(C)(=O)=O)CC1`?
TRPC6 inh: inactive; MrgX1 PAM: inactive; TRPC4 PAM: inactive; TRPC6 act: inactive; TRPC4 inh: inactive; TRPC4 act: inactive; PolyA inhibitor: inactive; HIF activator: 0.0; MrgX1 ag: inactive; MrgX1 antag: -7.64*; AI-2 QS modul: 4.6

Results for O=C(NCc1cccnc1)c1nc(-c2cccs2)no1 ?
TRPC6 inh: inactive; MrgX1 PAM: inactive; TRPC4 PAM: inactive; TRPC6 act: inactive; TRPC4 inh: inactive; TRPC4 act: inactive; PolyA inhibitor: inactive; HIF activator: 0.8; MrgX1 ag: inactive; MrgX1 antag: inactive; AI-2 QS modul: 19.1

What do the screens show for `Cc1cc(=O)n2nc(N3CCCC(C(=O)NCc4ccc(Cl)cc4)C3)sc2n1` (stereo unspecified)?
TRPC6 inh: inactive; MrgX1 PAM: inactive; TRPC4 PAM: inactive; TRPC6 act: inactive; TRPC4 inh: inactive; TRPC4 act: inactive; PolyA inhibitor: inactive; HIF activator: 0.3; MrgX1 ag: inactive; MrgX1 antag: inactive; AI-2 QS modul: 17.7

Bioassay records (PubChem BioAssay)

Some of the compounds tested; the hit share may differ from the screen's.
